Screens (PubChem BioAssay)
UBC13 inh: human UBC13 polyubiquitination inhibition; AID 485273; inhibition, % at 20 µM; UBC13 polyubiquitin chain formation, TR-FRET; 330,000 tested, 0.47% active; in the data active = inhibition above about 45%, passing the limit was not always enough
Apaf1 inhib: inhibitors of human Apaf-1 apoptosome. reconstituted apoptosome caspase-3 activity, DEVD-Rh110 fluorescence. inhibition, % at 20 µM. 330,000 tested, 0.71% active. O14727. AID 489030; active = inhibition of at least 40% at 20 µM;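 note: plate controls were DMSO wells for no effect and DEVD-CHO caspase inhibitor wells for full effect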
Target sequence (O14727 whole entry, looked up): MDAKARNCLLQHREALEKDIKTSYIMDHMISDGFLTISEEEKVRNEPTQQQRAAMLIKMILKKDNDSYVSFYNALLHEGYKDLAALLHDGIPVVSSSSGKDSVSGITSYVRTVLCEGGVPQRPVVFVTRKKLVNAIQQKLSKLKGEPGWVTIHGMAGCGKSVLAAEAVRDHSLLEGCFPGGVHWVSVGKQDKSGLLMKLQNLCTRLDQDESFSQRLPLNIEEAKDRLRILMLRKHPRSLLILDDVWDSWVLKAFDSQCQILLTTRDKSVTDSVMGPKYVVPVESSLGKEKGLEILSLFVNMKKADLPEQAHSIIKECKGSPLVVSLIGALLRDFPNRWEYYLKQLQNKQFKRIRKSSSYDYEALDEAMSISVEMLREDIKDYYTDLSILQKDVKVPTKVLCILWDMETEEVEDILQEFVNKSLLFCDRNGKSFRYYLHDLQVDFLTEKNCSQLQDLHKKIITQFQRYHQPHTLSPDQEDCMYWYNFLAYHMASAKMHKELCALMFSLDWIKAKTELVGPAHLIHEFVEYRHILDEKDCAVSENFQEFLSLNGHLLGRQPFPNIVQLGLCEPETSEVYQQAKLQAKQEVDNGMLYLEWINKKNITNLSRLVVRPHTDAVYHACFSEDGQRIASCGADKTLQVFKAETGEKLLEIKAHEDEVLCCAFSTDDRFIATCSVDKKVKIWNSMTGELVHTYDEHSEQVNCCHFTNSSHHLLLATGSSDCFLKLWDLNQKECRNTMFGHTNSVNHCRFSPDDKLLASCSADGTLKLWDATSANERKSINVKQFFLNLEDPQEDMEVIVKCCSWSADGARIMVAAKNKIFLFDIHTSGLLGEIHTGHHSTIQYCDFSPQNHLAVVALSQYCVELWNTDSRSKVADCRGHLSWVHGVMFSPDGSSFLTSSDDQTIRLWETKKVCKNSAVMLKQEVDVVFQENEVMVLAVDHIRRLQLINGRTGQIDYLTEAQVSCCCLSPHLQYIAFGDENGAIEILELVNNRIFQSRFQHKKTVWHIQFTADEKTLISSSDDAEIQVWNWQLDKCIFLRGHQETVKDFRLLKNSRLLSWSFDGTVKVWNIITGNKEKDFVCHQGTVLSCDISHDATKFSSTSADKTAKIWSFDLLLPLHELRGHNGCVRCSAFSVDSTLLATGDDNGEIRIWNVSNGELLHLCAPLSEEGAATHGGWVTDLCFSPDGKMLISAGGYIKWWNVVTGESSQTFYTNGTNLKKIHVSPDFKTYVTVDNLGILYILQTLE
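Material: biochemical Apaf-1 apoptosome reconstitution. Medium: Hepes buffer, pH 7.5. Also added: cytochrome c activation, bis-DEVD rhodamine 110 substrate. Timing: 30 min compound preincubation, 50 min activation, room temperature. Measured by: rhodamine 110 fluorescence at Ex 480/Em 540 nm.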
Jurkat NFkB inh: inhibitors of the PMA/ionomycin-induced NF-kB reporter in Jurkat cells; PMA/ionomycin-induced NF-kB luciferase reporter, luminescence; inhibition, % at 4 µM; 330,000 tested, 0.53% active; AID 435003
EBI2 block: EBI2 (human) antagonism; inhibition, % at 5 µM; EBI2 beta-arrestin recruitment, luminescence, 7a,25-OHC stimulated; 360,000 tested, 0.81% active; P32249; in the data active = inhibition above about 38%;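 note: enzyme fragment complementation signal reports receptor beta-arrestin coupling in cells; 0% = agonist plus DMSO wells and 100% = wells without agonist; some results beyond the cut were filed as inactive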
697 NFkB inh: inhibitors of the PMA/ionomycin-induced NF-kB reporter in 697 B cells; 697 B-cell NF-kB luciferase reporter, 16 h; inhibition, % at 4 µM; 330,000 tested, 0.33% active; in the data active = inhibition above about 35%
SENP8 block: inhibitors of human SENP8 protease; Q96LD8; purified SENP8, Z-RLRGG-aminoluciferin cleavage, luminescence; inhibition, % at 10 µM; 330,000 tested, 1.2% active
CCR6 antag: antagonists of human CCR6 receptor. 340,000 tested, 0.49% active. AID 493098. P51684. CHO-K1 CCR6 PathHunter beta-arrestin, luminescence, CCL20-stimulated. inhibition, % at 20 µM;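 active = compounds whose inhibition of the agonist-driven luminescence signal at 20 µM reaches about 50%, limit read from the data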;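 note: cells stimulated with CCL20 at 14 nM final; plate controls were DMSO with CCL20 for no effect and DMSO without agonist for full effect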
Gli-Sufu block: antagonists of Gli-Sufu signaling; Sufu-KO-LIGHT fibroblasts, Gli luciferase reporter luminescence; inhibition, % at 5 µM; 340,000 tested, 0.74% active;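 active = inhibition above about 55%, limit read from the data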;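 note: 0% = DMSO-treated cells and 100% = wells with medium but no cells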
The depositor's hits bear a star; · = no result given. Cut-off read from the data, not from the text of the source, unless noted: active = inhibition above about 50%; inactive = the rest.

SMILES	UBC13 inh	Apaf1 inhib	Jurkat NFkB inh	EBI2 block	697 NFkB inh	SENP8 block	CCR6 antag	Gli-Sufu block
CCSc1nnc(NC(=O)[C@@H](NC(=O)c2cccc(C)c2)C(C)C)s1	-7	14	7	-2	17	-5	9	-6
COc1ccc2[nH]cc(CCN3C(=O)CCC3=O)c2c1	15	-4	-10	-7	14	4	-3	-29
CCOc1ccccc1C(=O)NC(C)CCc1ccccc1 (centres undefined)	4	8	7	0	4	0	4	8
CCC(OC(=O)c1cccs1)C(=O)NCc1ccc2c(c1)OCO2 (centres undefined)	2	-2	9	-7	2	1	7	-3
OCCOc1ccc(CN2CCCC(N3CCN(c4ccc(F)cc4)CC3)C2)cc1 (centres undefined)	1	-4	12	-2	14	0	21	·
O=C(O)c1ccc(N/N=C/c2ccc(-c3ccc(Cl)cc3Cl)o2)cc1	17	5	-13	-2	8	12	1	-6
C(=N\Nc1nc2ccccc2[nH]1)/c1ccc2ncccc2c1	-18	12	-19	0	-132	-10	15	-57
CCCCC(=O)NC(c1ccc(C(C)C)cc1)c1ccc2cccnc2c1O (centres undefined)	-24	-463	61*	5	-29	-4	14	51
CCOC(=O)C1C2C=CC3(CN(c4ccc(Cl)c(F)c4)C(=O)C13)O2 (centres undefined)	-2	-4	-1	0	9	-3	3	2
O=C(Oc1c(-c2ccccc2)c(=O)n2c3c(cccc13)CC2)c1ccc(Cl)cc1	8	22	13	-8	16	-13	-6	3
O=C(Nc1ccc(Cl)c(NC(=O)c2cccs2)c1)c1ccco1	2	7	0	2	-1	3	12	-13
COc1ccc(NC(=O)Nc2cccc(C(=O)N3CCOCC3)c2)cc1OC	0	-12	-7	-7	19	-5	-1	-34
COC(=O)COc1ccc(S(=O)(=O)Nc2ccc3c(c2)OCO3)cc1Cl	5	-5	-5	4	-1	2	10	5
CCN(CC)CCN1C(=O)c2cccc3cc(N)cc(c23)C1=O	-61	31	-11	10	-4	8	14	5
Cc1ccc(S(=O)(=O)NNc2nc3ccccc3nc2C(F)(F)F)cc1	-11	18	-1	2	11	2	15	2
COc1ccccc1OCC(=O)Nc1ccccn1	1	-12	-101	-10	-79	78*	-4	-83
COc1ccccc1C(=O)OCC(=O)c1cccc([N+](=O)[O-])c1	-6	8	3	0	-51	-11	23	-25
CCC1CCCCN1C(=O)CSc1nnc(-c2c[nH]c3ccccc23)o1 (centres undefined)	8	1	-12	2	-19	-2	-10	-25
CCOC(=O)/C(C#N)=C/c1c(N2CCN(c3ccccc3)CC2)nc2c(C)cccn2c1=O	-7	25	-8	31	15	1	28	8
O=C1CC(N2CCC(c3nc4ccccc4s3)CC2)C(=O)N1 (centres undefined)	4	-1	3	1	-24	1	7	-8
CC(=O)Nc1nnc(SCC(=O)N2CCN(Cc3ccccc3)CC2)s1	6	-3	13	-11	-2	7	-3	5
O=C(Nc1ccc2[nH]c(=O)[nH]c2c1)c1ccc(Cl)c(Cl)c1	4	-3	0	-9	-11	-11	1	0
CS(=O)(=O)c1ncc(Cl)c(C(=O)Nc2ccc(OC(F)F)cc2)n1	38	-14	13	-3	-24	-18	57*	29
COc1ccc(OC)c(N(CC(=O)N2CCCC2)S(C)(=O)=O)c1	-5	-3	-4	-5	0	-4	6	-5
CCOC(=O)C1=C(C)OC(N)=C(C#N)C1c1ccc(OC)c(C)c1OC (centres undefined)	3	2	3	-1	8	12	6	-1
COc1ccc(C(C)(C)C)cc1NC(=O)Nc1ccc2c(c1)OCO2	-4	17	-8	29	-12	-8	5	0
O=C1Cc2cc(S(=O)(=O)Nc3cccc([N+](=O)[O-])c3)cc3c2N1CCC3	-1	14	-12	-5	2	-11	18	4
COC(=O)C1C(=O)CC(C)(O)C(C(=O)OC)C1c1ccccc1F (centres undefined)	-7	2	-6	9	1	-11	-10	0
Cc1cc2c(c(=O)n1CC1CCCO1)C(c1ccc3c(c1)OCO3)C(C#N)=C(N)O2 (centres undefined)	-1	4	-3	-15	16	2	0	-3
CC(C)CN1CCN(CCCc2ccccc2)C(CCO)C1 (centres undefined)	2	-6	-2	7	-12	4	0	17
CCC(=O)OCCn1c(=O)c2ccccc2c2ccccc2c1=O	8	8	-8	-8	15	-4	4	-4
Cc1cccc(OCc2nnc(SCC(=O)OC3CCCCC3)o2)c1	-7	25	-8	-17	6	-10	-19	5
O=C(COc1ccc2ccccc2c1)NCCNC(=O)COc1ccc2ccccc2c1	-10	1	5	0	0	-1	-1	0
CC1([N+](=O)[O-])COC2(OC1)C(=O)Nc1ccccc12 (centres undefined)	5	-2	-13	2	12	3	6	-1
Cc1cc(C)cc(OC(=O)C23CCC(C)(C(=O)O2)C3(C)C)c1 (centres undefined)	-6	11	2	-6	14	0	3	-3
Cn1c(-c2ccsc2)c(-c2cccs2)c2cc(-c3ccc4[nH]ccc4c3)ccc21	2	-6	-22	1	-24	8	-7	-6
CC(C)c1ccc(C2NC(C(=O)O)CS2)cc1 (centres undefined)	-7	3	-2	4	3	-4	2	3
Cc1c(CCOC(=O)C23CC4CC(CC(C)(C4)C2)C3)sc[n+]1CC(=O)c1ccccc1	29	19	-16	5	-9	-5	13	26
CCC(CC)C(=O)NCc1ccc2c(c1)cc(C)n2C	4	-4	4	-5	5	5	15	-3
CS(=O)(=O)N1CCN(c2ccc(NC(=O)c3ccc(-c4ccc(Cl)cc4)o3)cc2)CC1	14	-24	8	-1	-2	1	1	2
CCCC(=O)NNC(=O)c1ccoc1C	2	-12	12	-5	19	-4	-7	-10
COc1ccc(Cl)cc1Nc1nc(-c2cccnc2)cs1	10	6	-20	21	-23	-8	-14	-3
Cc1oc(-c2cccs2)nc1CS(=O)CC(=O)NCCCOC(C)C (centres undefined)	4	-1	4	-20	16	4	16	1
Cc1ccc(C2(C)NC(=O)N(CC(=O)N3CC(=O)Nc4ccccc43)C2=O)cc1 (centres undefined)	-11	-3	-6	1	2	-14	8	-1
Cc1cc(=O)oc2cc(OC(C)C(=O)NC3CCN(Cc4ccccc4)CC3)ccc12 (centres undefined)	2	1	12	-2	7	5	-1	11
O=C(COC(=O)CNC(=O)c1ccco1)Nc1ccccc1OC(F)F	-13	-3	-1	-2	5	-10	15	-3
CN(CCn1ccnc1)Cc1cn(Cc2ccccc2)nc1-c1ccc2c(c1)OCO2	4	7	2	1	-22	-8	13	6
CC[C@@H]1[C@H]2CCCC(=O)N3CC[C@@H](C[C@@H]1OC(=O)NCc1ccccc1)[C@@H]23	0	1	3	-13	20	-6	3	-2
O=C(CCCO)CCCCCCCCC[C@H]1N[C@H](CO)[C@@H](O)[C@@H]1O	3	-11	1	-7	-3	1	12	-4
COCCNC(=O)Cn1ccc2cc(S(=O)(=O)N3CCCCCC3)ccc21	1	-14	3	0	-26	4	-1	10
CC1(C)NC(=O)N(CC(=O)OCC(=O)Nc2cc(S(=O)(=O)N3CCCCCC3)ccc2Cl)C1=O	6	0	-5	-2	2	4	7	-5
Cc1ccc(NC(=O)CSCC(=O)N2c3ccccc3CCc3ccccc32)cc1	6	16	-15	14	33	-4	6	-3
CCOP(=O)(OCC)C(NC(=O)Nc1ccc(Cl)cc1)C(N)=O (centres undefined)	0	-1	3	-5	20	-3	4	2
Cc1cccc(-c2cc3nc(-c4ccccc4)cc(=O)n3[nH]2)c1	6	15	-35	8	-129	88*	3	-72
CCN(Cc1ccccc1)C(=O)COC(=O)Cn1cnc2ccccc21	15	-10	-2	0	6	-6	9	-6
COc1ccccc1Oc1ccc(S(=O)(=O)NCc2ccccn2)cc1	3	-13	20	-2	-4	-5	-17	7
Cc1nnc(NC(=O)CSc2nnc(C)n2Cc2ccccc2)s1	-23	-1	-8	-3	-2	-2	-3	-3
CS(=O)(=O)N1CCN(C(=O)c2ccncc2)CC1	-2	-10	4	-5	-6	11	2	3
Cc1c(C)c2cc(Cl)c(OC(C)C(=O)NCCN3CCOCC3)cc2oc1=O (centres undefined)	2	-9	-1	5	5	2	10	-9
Cc1ccc(-n2ncc3c2CC(C)(C)CC3NC(=O)CCCN2CCCC2=O)cc1 (centres undefined)	4	-3	7	-1	-3	-4	-6	10

Continuation.
SMILES	UBC13 inh	Apaf1 inhib	Jurkat NFkB inh	EBI2 block	697 NFkB inh	SENP8 block	CCR6 antag	Gli-Sufu block
O=C(CSc1nc(O)cc(=O)n1C1CCCC1)Nc1cccc(Cl)c1Cl	2	10	1	9	13	-3	8	24
COc1ccc(OCCn2c(C)c(/C=N/n3cnnc3)c3ccccc32)cc1	15	20	-1	0	2	-5	3	3
COc1ccc(Cl)cc1C(=O)NCCc1ccc(S(=O)(=O)NC(=O)NC2CCCCC2)cc1	-1	5	3	-2	13	0	-4	5
Cn1c(=O)c2sccc2n2c(CCCC(=O)NC3CCN(Cc4ccccc4)CC3)nnc12	-4	-2	-9	-3	0	-8	-7	11
COc1ccc2c(c1OC)C[N+]1([O-])CCc3cc4c(cc3C1C2)OCO4 (centres undefined)	-1	-2	-4	5	13	4	-2	-8
Nc1c(N2CCCC2)c2ccccc2oc1=O	4	3	11	28	15	-2	55*	1
O=C(c1ccccc1F)N1CCN(c2ccc([N+](=O)[O-])cc2-n2cccc2)CC1	-10	12	14	7	-24	-5	22	7
Cc1ccc(CSc2nnc(CCCCCNC(=O)OC(C)(C)C)o2)cc1	2	11	8	27	-11	-10	14	5
Cc1cccc(Nc2nnc(SCc3cn4ccsc4n3)s2)c1	6	2	-1	-9	13	42	8	-12
O=C(Nc1nc(-c2ccc(F)c(F)c2)cs1)c1ccc(OCC2CCCO2)cc1 (centres undefined)	15	1	58*	3	50*	4	5	12
Cc1cc2ncc(-c3ccccc3)nc2cc1C	-16	9	-128	15	-200	95*	0	-89
CCOC(=O)Nc1sc(NS(=O)(=O)c2ccccc2)nc1C	5	-5	9	6	3	-4	-12	-26
NC(=O)N/N=C/c1cc(Br)ccc1OC(=O)c1ccccc1	-7	10	-8	-16	19	-14	-3	-9
COc1ccc2oc(=O)c(C(=O)N3CCN(c4ccccc4)CC3)cc2c1	4	-3	2	1	-2	-3	6	-3
COc1ccc(Cn2c(=O)c3c(nc(NCCO)n3C)n(C)c2=O)cc1	-3	12	3	11	13	1	10	7
Cc1ccc(CNS(=O)(=O)c2c(C)[nH]c(C)c2C(=O)N2CCCC2)cc1	1	6	10	-3	14	-3	12	10
Cc1cc(N2CCCC2=O)ccc1S(=O)(=O)N1CCOCC1	4	-13	5	-9	16	3	-7	-5
Cc1sc2ncnc(SCC(=O)c3ccc4c(c3)OCCO4)c2c1-c1ccccc1	-2	2	16	4	-8	-7	19	37
COc1cc(NC(=O)COC(=O)Cc2ccc(-c3ccccc3)cc2)cc(OC)c1	-8	12	1	26	-11	-10	6	-8
CCn1c(=O)cc(OCC(=O)NCCCN2CCC(C)CC2)c2ccccc21	11	-5	-7	3	32	9	-5	6
CC(C)N1CCN(Cc2nc(-c3ccccc3)cs2)CC1CCO (centres undefined)	0	6	-20	-9	3	0	10	-2

An excerpt of these results, with bars between the fields:
SMILES | UBC13 inh | Apaf1 inhib | Jurkat NFkB inh | EBI2 block | 697 NFkB inh | SENP8 block | CCR6 antag | Gli-Sufu block
CS(=O)(=O)N1CCN(c2ccc(NC(=O)c3ccc(-c4ccc(Cl)cc4)o3)cc2)CC1 | 14 | -24 | 8 | -1 | -2 | 1 | 1 | 2
CCC(OC(=O)c1cccs1)C(=O)NCc1ccc2c(c1)OCO2 (centres undefined) | 2 | -2 | 9 | -7 | 2 | 1 | 7 | -3
COc1ccc(Cn2c(=O)c3c(nc(NCCO)n3C)n(C)c2=O)cc1 | -3 | 12 | 3 | 11 | 13 | 1 | 10 | 7
Cc1cccc(Nc2nnc(SCc3cn4ccsc4n3)s2)c1 | 6 | 2 | -1 | -9 | 13 | 42 | 8 | -12
CCSc1nnc(NC(=O)[C@@H](NC(=O)c2cccc(C)c2)C(C)C)s1 | -7 | 14 | 7 | -2 | 17 | -5 | 9 | -6
Cc1cc2c(c(=O)n1CC1CCCO1)C(c1ccc3c(c1)OCO3)C(C#N)=C(N)O2 (centres undefined) | -1 | 4 | -3 | -15 | 16 | 2 | 0 | -3

A portion of the library; count on the stated rates, not on these rows.
